AHR activator: AHR activators, primary screen, cell-based, luminescence, luciferase reporter, human; AHR-responsive luciferase reporter cells; Aryl hydrocarbon receptor (Homo sapiens), P35869; AID 2796, 2010; hit rate 2.5% among 320,000; activation, % at 5 µM; in the data active = activation above about 47%;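 note: 0% = vehicle wells and 100% = reference agonist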
Fam108B inh: mouse Fam108B serine hydrolase inhibitors, primary screen, counter-screen for RBBP9 inhibitor project, biochemical, fluorescence polarization. AID 1947, 2009. inhibition, % at 9.51 µM. hit rate 0.33% among 300,000. recombinant Fam108B, FP-Rh probe fluorescence polarization;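 active = inhibition above the screen mean inhibition plus 3 SD, computed separately per campaign, cut at about 18% in these data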;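 note: inhibitors lower polarization as less probe binds the enzyme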
MCL1-BIM inh: inhibitors of MCL1 binding to BIM-BH3, primary screen, biochemical, fluorescence polarization | GST-MCL1 / FITC-Bim-BH3 fluorescence polarization | Induced myeloid leukemia cell differentiation protein Mcl-1 (Homo sapiens), Q07820 | hit rate 0.68% among 320,000 | inhibition, % at 10.9 µM;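 active = inhibition above the mean inhibition of all tested compounds plus 3 SD, set per campaign, cut at about 40% in these data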;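 note: 0% = DMSO wells and 100% = unlabeled Bim-BH3 peptide control; higher means more loss of mP so more displacement of Bim peptide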
Target sequence (Q07820 whole entry, looked up): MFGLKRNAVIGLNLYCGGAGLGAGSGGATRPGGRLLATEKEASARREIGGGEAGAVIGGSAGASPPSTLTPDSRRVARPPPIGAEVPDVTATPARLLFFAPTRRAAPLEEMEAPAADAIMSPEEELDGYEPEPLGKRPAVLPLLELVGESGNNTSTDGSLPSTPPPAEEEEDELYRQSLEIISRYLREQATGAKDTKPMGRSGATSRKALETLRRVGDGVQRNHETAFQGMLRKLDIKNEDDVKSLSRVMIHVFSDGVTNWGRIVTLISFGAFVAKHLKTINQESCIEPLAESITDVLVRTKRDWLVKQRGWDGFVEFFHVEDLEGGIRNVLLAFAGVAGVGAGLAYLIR
PME-1 inh: PME-1 inhibitors via competitive probe labeling, primary screen, biochemical, fluorescence polarization, FP-Rh probe, HTS; Protein phosphatase methylesterase 1 (Homo sapiens), Q9Y570; recombinant PME-1; inhibition, % at 5.9 µM; hit rate 0.53% among 320,000;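 active = inhibition above the campaign mean of all compounds plus 3 SD, cut at about 26% in these data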;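 note: competitive labeling of PME-1 active site by serine hydrolase directed probe; 0% = PME-1 with DMSO and 100% = wells lacking PME-1 enzyme; inhibitors block probe labeling so polarization falls and inhibition rises; many of its hits are not listed in these tables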
PAFAH1B2 FP inh: PAFAH1B2 enzyme inhibitors, primary screen, biochemical, fluorescence polarization, human; recombinant PAFAH1B2, FP-rhodamine activity probe; inhibition, % at 3.39 µM; hit rate 1.2% among 340,000; AID 492953, 2010;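 active = inhibition above the mean of all tested compounds plus 3 SD, cut at about 24% in these data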;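 note: 0% = enzyme with DMSO and 100% = wells lacking PAFAH1B2; many of its hits are not listed in these tables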
Bcl-xL primary: inhibitors of human Bcl-xL, primary screen, biochemical, fluorescence polarization, HTS. Bcl-2-like protein 1 (Homo sapiens), Q07817. GST-Bcl-xL / FITC-Bim BH3 peptide fluorescence polarization. inhibition, % at 10.9 µM. hit rate 0.7% among 320,000. AID 2129, 2009;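 active = inhibition above the mean of all tested compounds plus 3 SD, cutoff set per campaign, cut at about 30% in these data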;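 note: 0% = DMSO wells and 100% = unlabeled Bim-BH3 peptide competitor; inhibitors lower millipolarization by displacing the labeled peptide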
Target sequence (Q07817 whole entry, looked up): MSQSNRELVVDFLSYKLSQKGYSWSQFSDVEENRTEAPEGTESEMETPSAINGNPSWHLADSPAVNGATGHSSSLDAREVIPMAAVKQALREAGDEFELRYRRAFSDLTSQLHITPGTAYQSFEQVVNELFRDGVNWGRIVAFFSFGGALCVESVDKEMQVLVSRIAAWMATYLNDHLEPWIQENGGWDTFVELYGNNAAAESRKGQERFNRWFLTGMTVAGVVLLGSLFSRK
pPAFAH FP inh: pPAFAH enzyme inhibitors, primary screen, biochemical, fluorescence polarization, human | hit rate 1.5% among 330,000 | recombinant pPAFAH, FP-rhodamine probe fluorescence polarization | Platelet-activating factor acetylhydrolase (Homo sapiens), Q13093 | inhibition, % at 3.39 µM;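 active = inhibition above the mean inhibition across the screen plus 3 SD, cut at about 25% in these data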;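 note: inhibitors block binding of the rhodamine activity-based probe so polarization drops; 0% = enzyme with DMSO and 100% = wells lacking pPAFAH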
GLD-1 TGE inh: GLD-1/TGE RNA complex disruptors, primary screen, biochemical, fluorescence polarization. Female germline-specific tumor suppressor gld-1 (Caenorhabditis elegans), Q17339. purified GLD-1 + fluorescein TGE RNA. inhibition, % at 5.96 µM. hit rate 0.44% among 320,000. AID 2280, 2010;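 active = percent inhibition above a per-plate cutoff, the plate mean of test compounds plus 3 SD, cut at about 30% in these data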;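 note: 0% = DMSO wells with GLD-1 and probe and 100% = wells lacking GLD-1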
MEX-5 binding: MEX-5 zinc finger RNA-binding disruptors – biochemical, C. elegans, fluorescence polarization, MLPCN library, primary screen. activity score (negative = inhibition of binding), % at 10 µM. MEX-5/FITC-TCR2 RNA binding; stronger effect = lower value. Zinc finger protein mex-5 (Caenorhabditis elegans), Q9XUB2. AID 1832, 2009. hit rate 0.38% among 300,000;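 active = inhibition past about -25% in most replicates, and total fluorescence under double the plate's negative control median, limit read from the data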;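 note: 0% = DMSO and -100% = 5 µM competing unlabeled TCR2 RNA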
Target sequence (Q9XUB2 whole entry, looked up): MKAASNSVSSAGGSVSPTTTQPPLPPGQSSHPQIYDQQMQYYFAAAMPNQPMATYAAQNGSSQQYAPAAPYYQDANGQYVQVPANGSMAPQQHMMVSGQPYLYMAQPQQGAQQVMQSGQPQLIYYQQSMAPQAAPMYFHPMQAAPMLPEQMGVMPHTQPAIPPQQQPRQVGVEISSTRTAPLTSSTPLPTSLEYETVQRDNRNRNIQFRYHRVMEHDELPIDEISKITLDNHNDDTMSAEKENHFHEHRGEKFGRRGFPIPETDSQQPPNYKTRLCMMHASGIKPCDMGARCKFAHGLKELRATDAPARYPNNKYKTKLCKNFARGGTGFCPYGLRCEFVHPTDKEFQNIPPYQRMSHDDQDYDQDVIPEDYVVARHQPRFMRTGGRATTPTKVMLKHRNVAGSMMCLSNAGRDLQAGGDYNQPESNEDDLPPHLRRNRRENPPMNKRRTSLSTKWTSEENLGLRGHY
Numbers without * were called inactive; . = not tested or not shown. Some of the compounds tested; the hit share may differ from the screen's.

SMILES	AHR activator	Fam108B inh	MCL1-BIM inh	PME-1 inh	PAFAH1B2 FP inh	Bcl-xL primary	pPAFAH FP inh	GLD-1 TGE inh	MEX-5 binding
CSCC[C@H](NC(=O)OCc1ccccc1)C(=O)O	-2.5	0.9	-11.3	4.1	4.5	-3.8	2.0	-3.5	1.3
CCOc1ccc(N(CC(=O)N2CCCCCC2)S(=O)(=O)c2ccc(C)cc2)cc1	-1.8	5.0	-2.4	8.6	0.1	1.7	-3.6	5.6	2.3
Cn1cc(/C=C/C(=O)N2CCCC(C(=O)c3ccc(C(C)(C)C)cc3)C2)cn1 (configuration not stated)	4.1	5.0	-6.0	3.3	2.6	-0.4	1.9	-0.5	-0.1
COc1ccc(C(=O)OC2CCN(C)CC2)cc1	7.4	-6.0	-1.9	-2.2	-4.4	0.0	6.0	14.0	1.4
CC(C(=O)Nc1ccc(S(=O)(=O)N2CCOCC2)cc1)N(c1ccccc1)S(C)(=O)=O (configuration not stated)	1.5	-3.0	-2.3	1.3	0.5	4.5	-3.6	0.6	1.4
O=C(CSc1nnc(-c2cccnc2)n1-c1ccc(SC(F)F)cc1)N1CCCc2ccccc21	-0.5	3.8	-17.3	7.3	-0.4	-2.7	6.0	2.1	-0.5
O=C(c1ccccc1Cl)N(C(=O)c1ccccc1Cl)c1nccc(-c2cccs2)n1	0.4	-4.5	3.5	-2.0	-7.4	1.4	-2.7	-0.1	2.8
COCCC(=O)N1CCC(Oc2ccc(C(=O)N(C)C(C)c3ccon3)cc2)CC1 (configuration not stated)	-0.7	1.3	-1.7	2.9	-0.4	3.1	7.6	1.1	3.1
COCCn1nnnc1C(C(C)C)N1CCOCC1 (configuration not stated)	1.2	0.2	5.5	-4.0	3.3	-0.7	-5.2	0.6	-1.1
COCCCn1cnnc1SCc1nc2sc(C(C)=O)c(C)c2c(=O)[nH]1	4.6	1.5	-7.0	10.1	3.1	-6.2	4.7	-13.8	3.6
CSCCC1NC(=O)N(CC(=O)Nc2cc(C)on2)C1=O (configuration not stated)	-1.0	.	0.6	0.5	0.3	4.0	2.2	5.2	.
CCOc1ccc(C(=O)N/N=C/c2ccc(SC)cc2)cc1	5.5	-1.9	-1.3	-4.2	4.4	1.2	4.9	-1.6	-3.0
Cc1cc(N(C)N)nc(NC(=O)NS(=O)(=O)c2ccccc2Cl)n1	3.5	-0.6	0.7	-4.1	3.9	3.5	2.6	-4.4	0.3
C/C=C/c1ccc(OCCCNC(C)CC)c(OC)c1 (configuration not stated)	0.1	-1.1	-6.0	-1.1	3.6	2.9	-2.3	3.5	0.7
COc1ccc(-c2cc(=O)oc3c(C)c(OC(C)C(C)=O)ccc23)cc1 (configuration not stated)	4.0	-1.9	3.9	-3.4	-6.9	6.8	10.6	0.9	3.0
COc1ccc(/C=C2\Sc3ccc(C(=O)NCCCN4CCCC4)cc3N(C)C2=O)cc1OC	1.2	0.0	1.8	-4.0	0.6	5.4	2.0	-6.3	0.9
CC(C)(C)OC(=O)N/N=C/c1ccc(Br)cc1	19.0	4.4	2.4	2.1	2.9	0.6	9.2	-2.7	0.4
Cc1ccc(Cc2nc(-c3ccccn3)no2)cc1	7.5	5.8	1.4	-7.8	4.9	-5.0	-0.1	-0.3	-2.0
Cc1cc2c(C)ccc(C)c2nc1SCC(=O)c1cccs1	58.4*	-8.9	-25.5	-9.0	-1.4	-14.0	-4.1	-69.8	2.7
CCOc1cc(C2C(C#N)=C(N)Oc3n[nH]c(-c4ccccc4)c32)ccc1O (configuration not stated)	7.1	2.6	4.9	2.3	6.4	1.1	2.0	-1.1	-4.2
COc1cc2c(cc1OC)C(c1ccc3c(c1)OCO3)CC(=O)N2 (configuration not stated)	5.1	1.8	-0.8	-0.2	3.4	4.0	5.7	4.9	-0.5
Cc1ccc(S(=O)(=O)N[C@H](C(=O)OCC(=O)NC(=O)Nc2ccc3c(c2)OCCO3)C(C)C)cc1	2.5	-3.8	-2.8	11.7	3.0	0.4	5.5	4.2	-2.7
Nn1cnnc1SCC(=O)Nc1ccc(C2CCCCC2)cc1	1.8	-3.3	1.1	2.2	10.2	-4.0	12.5	4.0	-1.3
CC(=O)c1sc(NC(=O)COc2ccc(C)c(C)c2)nc1C	6.0	-2.0	5.6	-0.5	-1.9	2.9	2.3	-3.9	1.7
Cc1ccc(COc2ccsc2-c2n[nH]c(=S)n2C)cc1	34.2	-0.6	-17.2	0.2	5.3	-11.2	2.5	-2.5	-0.3
Cc1ccccc1NS(=O)(=O)c1ccc(C(=O)NCC(c2ccco2)N(C)C)cc1 (configuration not stated)	-0.2	0.0	-2.2	4.5	2.5	5.6	30.1*	14.3	-0.1
CCCn1c(C(C)Nc2nc(-c3ccc(C)cc3)cs2)nc2cc(Cl)c(N3CCCCC3)cc21 (configuration not stated)	7.4	1.2	5.8	-2.0	-4.9	5.0	-2.3	2.1	-1.0
C=CCN(CC=C)C(=S)NC(=O)c1ccc(-c2ccccc2)cc1	3.2	-1.8	10.7	-2.7	6.7	3.9	11.7	4.7	-0.8
O=S(=O)(NC1CCCCC1)c1ccc(Br)cc1	4.2	0.5	4.8	-3.1	11.7	-0.9	12.8	-4.7	1.1
C/C(CC(=O)Nc1cc(C)ccn1)=N\NC(=O)c1ccccc1C	1.9	-4.3	4.6	-6.8	-4.0	4.2	-1.9	-1.4	0.0
Cc1ccc(CC(=O)Nc2ncc([N+](=O)[O-])s2)cc1	5.3	0.2	7.4	4.9	19.1	3.8	2.4	3.7	1.1
O=C(Nc1ccccc1N1CCOCC1)c1ccc(S(=O)(=O)NCc2ccco2)cc1	1.6	-0.7	-8.3	3.7	-1.3	1.7	4.3	3.3	.
Cc1nc2nc[nH]n2c(=O)c1NS(=O)(=O)c1ccc([N+](=O)[O-])cc1	3.8	1.3	-3.3	3.9	2.1	7.8	5.2	8.8	-1.2
CC1CN(C(=O)COC(=O)c2ccc(N(C)C)cc2)CC(C)O1 (configuration not stated)	1.6	-0.3	0.7	6.5	1.2	6.4	5.6	1.8	1.2
CCC(C)c1ccc(S(=O)(=O)N2CCN(C(C)CC(=O)O)CC2)cc1 (configuration not stated)	-1.0	-3.0	1.0	-4.3	0.9	5.8	3.7	-2.6	-1.5
CCC(C)(C)NC(=O)C1CC(=O)N(CCc2ccc(F)cc2)C1 (configuration not stated)	-1.5	3.1	-5.4	0.0	5.4	2.8	4.3	3.5	-1.0
Cc1ccc(C)c(N(C(=O)CNC(=O)c2ccco2)C(C(=O)NC2CCCCC2)c2ccncc2)c1 (configuration not stated)	7.0	-4.3	-8.8	6.3	-1.9	-2.0	3.7	-5.2	0.1
O=C1c2cccnc2C(=O)N1Cc1ccc(S(=O)(=O)N2CCOc3ccc(Cl)cc32)cc1	3.2	0.0	1.2	12.7	6.2	-0.2	-1.6	8.6	0.6
CCOC(=O)c1c(CN(C)C)n(-c2ccc(C)cc2)c2cc(Br)c(O)cc12	0.4	1.6	-5.8	-1.6	-1.4	-0.5	2.8	2.1	-4.8
CC(=O)Nc1ccc(S(=O)(=O)Nc2nc3ccc(C)cc3s2)cc1	-1.2	-2.7	3.2	11.6	2.5	5.7	6.4	6.9	0.5
N#CC(C#N)=NNc1ccc(S(=O)(=O)N2CCCCC2)cc1	-3.2	3.2	6.7	28.4*	19.7	8.6	17.4	0.4	1.3
COCc1[nH]nc2c1C(c1ccccc1OC)C(C#N)=C(N)O2 (configuration not stated)	1.0	-0.8	1.0	1.1	-3.5	2.1	20.5	-6.7	1.6
Fc1ccc(NC(=S)Nc2cccc(Cl)c2)cc1	4.3	-4.0	15.6	0.5	-1.6	7.5	-1.3	6.3	-0.9
Cc1c(-c2ccccc2)[n+](=O)c2c(n1[O-])CCCC2	-0.7	4.3	0.4	1.8	2.2	4.7	1.4	4.7	-2.6
CCCC(=O)Nc1ccc2c(c1)nc(CCNC(=O)c1ccco1)n2C	1.6	3.4	-4.6	6.2	.	0.1	1.9	8.0	2.8
O=C1OC[C@H](Cc2ccc3c(c2)OCO3)/C1=C\c1ccc2c(c1)OCO2	14.9	1.5	0.1	4.8	6.0	6.0	6.7	3.1	1.5
Cc1cc(C)nc(N2CCCC(C(=O)Nc3nc4ccc(S(C)(=O)=O)cc4s3)C2)n1 (configuration not stated)	0.7	-0.1	2.9	-6.7	-2.6	3.5	0.5	7.4	3.2
Cc1ccc(-c2nc(-c3cccnc3)sc2CC(=O)O)cc1	-0.6	0.5	-0.2	3.4	3.3	-2.0	-0.2	2.8	1.1
CC(CNC(=O)CCS(=O)(=O)c1ccc2c(c1)oc(=O)n2C)c1ccccc1 (configuration not stated)	1.9	-0.5	-5.7	1.0	11.3	7.9	4.5	0.8	-1.0
COC(=O)c1sc2nc(SCc3cccc(F)c3)n(N)c(=O)c2c1C	0.2	2.1	6.1	2.1	0.7	1.0	4.7	-2.5	-0.8
O=C(c1cccc2c1-c1ccccc1/C2=N/O)N1CCCCC1	-0.1	0.2	2.9	7.2	6.3	4.2	7.2	-4.9	-0.3
Cc1[nH]c2ccccc2c1-c1nc(-c2ccc(Cl)cc2)nnc1-c1ccccc1	10.4	0.3	1.7	-1.6	.	1.6	-2.3	-1.3	-4.0
Brc1ccc2nc(-c3ccncc3)c(NC3CCCC3)n2c1	9.2	-2.4	3.1	12.8	2.0	5.0	7.7	4.8	-0.2
Cc1ccc(C)c(NC(=O)CSc2nc(C)cs2)c1	-0.2	.	-1.3	1.9	5.4	-7.5	1.6	3.1	.
COc1ccc(C2=NNC(c3cccs3)=Nc3ccc(OC)cc32)cc1	19.8	-0.1	10.0	-2.4	4.6	4.0	1.3	3.5	2.4
Cc1ccc(S(=O)(=O)N2CCC(C(=O)NCCc3ccccn3)CC2)cc1	2.5	9.0	3.9	2.0	5.0	9.0	1.1	-0.8	0.3
O=C(COC(=O)CCC(=O)c1cccs1)NCCc1ccccc1	-0.1	.	.	.	2.0	.	2.6	4.8	.
COC(=O)C1=C(N)Oc2cc(C)n(CC3CCCO3)c(=O)c2C1c1ccccc1OC (configuration not stated)	1.2	-0.3	5.6	-3.4	0.6	4.6	-1.1	4.9	1.6
CC(C)NC(=O)N(C)C[C@H]1Oc2c(cccc2N(C)C)C(=O)N([C@H](C)CO)C[C@@H]1C	-0.8	.	.	.	6.4	.	4.3	-6.0	.
CC(=O)Nc1cccc(NC(=O)Nc2ccc(C(C)=O)cc2)c1	-1.4	2.9	3.4	-13.2	0.8	9.1	1.3	-2.6	0.5

Screening results (PubChem BioAssay)
